Screening results deposited in PubChem BioAssay by Sanford-Burnham Center for Chemical Genomics.
H9c2 TAG inh: inhibitors of triacylglycerol accumulation; AID 651582; 230,000 tested, 0.66% active; H9c2 cells, Nile Red lipid (TAG) fluorescence; cells loaded with 200 µM oleic acid; inhibition, % at 12.5 µM;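 active = pattern-corrected inhibition of lipid staining of at least 50% with the nuclear-stain viability signal not falling by more than 50%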;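 also: 0% = DMSO wells and 100% = triacsin C control wells; some results filed as inactive read as strong as hits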
H9c2 TAG inh DAPI viability: further read-out of H9c2 TAG inh, marked with its call; DAPI nuclei signal change (viability), lower = more cytotoxic, %;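 whole-well DAPI fluorescence read on a plate reader as a viability signal; minus 50 percent equals half of cells still viable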
An asterisk follows results filed as active.

SMILES	H9c2 TAG inh	H9c2 TAG inh DAPI viability
CCOC(=O)Cc1csc(NC(=S)NC(=O)c2ccc(Cl)cc2)n1	5	-8
COc1ccc(-c2onc3ccc(Br)cc23)cc1	7	-13
COC(=O)c1cn(C(=O)c2ccc3c(c2)OCO3)c2ccccc12	6	-4
Cc1c(CN2CCCC(C)C2)c(O)n(CCO)c(=O)c1C#N (stereo not given)	1	-4
O=C(NCc1cccnc1)c1ccc(COc2ccccc2Br)cc1	-1	2
N#CCSc1ccccc1NC(=O)COC(=O)CCNC(=O)c1ccc([N+](=O)[O-])cc1	-5	4
COCCn1c(C)cc(C(=O)CSc2nc(C)cc(C)c2C#N)c1C	1	-8
COc1cccc(C2C3=C(CC(C)(C)CC3=O)Nc3cc(OC)c(OC)cc32)c1 (stereo not given)	-2	17
COc1ccc(OC)c(S(=O)(=O)N2CCCC(C(=O)NC3CC3)C2)c1 (stereo not given)	1	-4
COC(=O)Cn1c(=O)c2c(n(Cc3ccccc3)c1=O)N/C(=C/c1ccc(OC)cc1)C2=O	4	3
O=c1c2c3c(sc2nc2n1CCC2)CCCCC3	6	1
Cc1cccc(NC(=O)c2cc(S(=O)(=O)N3CCc4ccccc43)cn2C)c1	-3	3
CN(C)/C=C1/Oc2c(ccc3ccccc23)C1=O	10	2
Cc1ccc(S(=O)(=O)N2CCOCC2)cc1NC(=O)CSc1ncccn1	-9	2
CCOC(=O)Cc1cc(C)[nH]c1C(=O)OCC	2	1
O=C(Nc1ccccc1C(=O)NCCCN1CCOCC1)c1ccccc1	9	-6
O=C(NCCCO)/C(=C\c1cn(-c2ccccc2)nc1-c1cccnc1)NC(=O)c1ccccc1	-9	5
CN(Cc1cccs1)C(=O)c1cc(S(=O)(=O)N2CCOCC2)ccc1F	10	-3
COc1cccc(-c2sc3ccc(OC)cc3c2-c2ccc(OCCN3CCOCC3)cc2)c1	-4	6
Cc1nc(C)c(-c2ccn(C(=O)NC(C)C)n2)s1	4	1
CCc1ccc(N(CC)C(=O)c2ccc3c(Cl)c4c(nc3c2)CCC4)cc1	12	-9
COc1cccc(C(=O)N2CCN(C(=O)Cc3ccccc3)CC2)c1	19	2
COCCNC(=S)N/N=C(\C)c1cccc(OC)c1	-1	-8
CC(OC(=O)CCc1cc(C(C)(C)C)c(O)c(C(C)(C)C)c1)C(=O)NC1CC1 (stereo not given)	27	-3
CN(CC(=O)NCc1ccc2c(c1)OCO2)S(=O)(=O)c1ccc(Br)s1	-9	1
NC(=O)CSc1nnc(Cn2cnc3ccccc32)o1	-5	3
C=CCN(CC=C)C(=O)COn1nnc2ccc(S(=O)(=O)N3CCOCC3)cc21	-10	-2
Cc1cccc(OCC(=O)N/N=C/c2cccn2C)c1	-7	-1
CCOc1cc(NC(=O)CCl)c(OCC)cc1NC(=O)CCl	9	-2
CC(C)OP(=O)(OC(C)C)C(NC(=O)c1ccccc1Br)C(N)=O (stereo not given)	8	-7
Cc1ccc(S(=O)(=O)Nc2cccc(C(=O)NCc3ccccn3)c2)cc1F	-3	-3
CN(C)C(=O)c1ccc(NC(=O)CSc2nnc(-c3ccc4c(c3)OCO4)o2)cc1	10	0
COc1cccc(Nc2nnc(SCC(=O)N(CC(C)C)CC(C)C)s2)c1	41	-12
O=C(CN1C(=O)c2ccccc2C1=O)NC1CCC(O)CC1 (stereo not given)	-16	1
CC(=O)Nc1ccc(NC(=O)C(C)OC(=O)CNC(=O)c2cccs2)cc1 (stereo not given)	-1	-2
O=S(=O)(Nc1nc2ccc(S(=O)(=O)N3CCCC3)cc2s1)c1ccc(F)cc1	7	-1
COC(=O)c1ccccc1NC(=O)CNc1cc(Cl)ccc1N1CCOCC1	11	9
COc1ccc(-c2nc(-c3cccnc3)no2)cc1OC	-5	5
C[C@@H]1CN([C@@H](C)CO)C(=O)Cc2cc(NC(=O)Nc3cccc4ccccc34)ccc2O[C@@H]1CN(C)Cc1ccc(C(F)(F)F)cc1	48	-1
CCCCCC(=O)Nc1ccc(N2CCN(C(=O)CCC)CC2)cc1	10	3
CC(C)NC(=O)c1cc(C2CCCCN2C(=O)c2ccccc2)on1 (stereo not given)	2	-10
CCOC(=O)c1[nH]c(COC(=O)c2ccccc2NC(=O)c2ccco2)c(C(=O)OCC)c1C	22	0
Cc1ccc(C)c(OCc2cc(C(=O)NC3CCOC(C)(C)C3)no2)c1 (stereo not given)	14	1
Cc1noc(C)c1CN1C(=O)NC2(CCc3ccccc3C2)C1=O (stereo not given)	1	10
C[C@@H]1CN([C@@H](C)CO)C(=O)CCCn2nncc2CO[C@H]1CN(C)Cc1cccc2c1OCCCO2	3	-1
COc1ccc(CCNCC(O)COc2cccc(Br)c2)cc1 (stereo not given)	-8	5
COc1cc(C(=O)NNC(=O)c2cccn2C)cc(OC)c1OC	11	1
O=C1C=C(c2ccc(-c3ccccc3)cc2)C[C@@H](c2ccc(Cl)cc2)C1	16	-3
O=C(NCc1ccc(N2CCCC2=O)cc1)Nc1ccccc1	5	-1
COc1ccc2c(c1)CCc1cn3nc(C)cc3nc1-2	-4	19

16 of these compounds in a different format:
Results follow in this order: H9c2 TAG inh, H9c2 TAG inh DAPI viability
CN(C)C(=O)c1ccc(NC(=O)CSc2nnc(-c3ccc4c(c3)OCO4)o2)cc1
    10, 0
COc1cccc(Nc2nnc(SCC(=O)N(CC(C)C)CC(C)C)s2)c1
    41, -12
O=C(CN1C(=O)c2ccccc2C1=O)NC1CCC(O)CC1 (stereo not given)
    -16, 1
CC(=O)Nc1ccc(NC(=O)C(C)OC(=O)CNC(=O)c2cccs2)cc1 (stereo not given)
    -1, -2
O=S(=O)(Nc1nc2ccc(S(=O)(=O)N3CCCC3)cc2s1)c1ccc(F)cc1
    7, -1
COC(=O)c1ccccc1NC(=O)CNc1cc(Cl)ccc1N1CCOCC1
    11, 9
COc1ccc(-c2nc(-c3cccnc3)no2)cc1OC
    -5, 5
C[C@@H]1CN([C@@H](C)CO)C(=O)Cc2cc(NC(=O)Nc3cccc4ccccc34)ccc2O[C@@H]1CN(C)Cc1ccc(C(F)(F)F)cc1
    48, -1
CCCCCC(=O)Nc1ccc(N2CCN(C(=O)CCC)CC2)cc1
    10, 3
CC(C)NC(=O)c1cc(C2CCCCN2C(=O)c2ccccc2)on1 (stereo not given)
    2, -10
CCOC(=O)c1[nH]c(COC(=O)c2ccccc2NC(=O)c2ccco2)c(C(=O)OCC)c1C
    22, 0
Cc1ccc(C)c(OCc2cc(C(=O)NC3CCOC(C)(C)C3)no2)c1 (stereo not given)
    14, 1
Cc1noc(C)c1CN1C(=O)NC2(CCc3ccccc3C2)C1=O (stereo not given)
    1, 10
C[C@@H]1CN([C@@H](C)CO)C(=O)CCCn2nncc2CO[C@H]1CN(C)Cc1cccc2c1OCCCO2
    3, -1
COc1ccc(CCNCC(O)COc2cccc(Br)c2)cc1 (stereo not given)
    -8, 5
COc1cc(C(=O)NNC(=O)c2cccn2C)cc(OC)c1OC
    11, 1

(next part)
SMILES	H9c2 TAG inh	H9c2 TAG inh DAPI viability
CC(C)(C)c1ccc(S(=O)(=O)NC(=O)C2(C)CCN2C(=O)Cc2ccc(Cl)cc2Cl)cc1 (stereo not given)	3	-6
CCc1nc2ccc(C(=O)Nc3ccc4c(c3)OCC(=O)N4)cn2c1N(C)C(=O)Cc1ccccc1	7	-7
O=C(COC(=O)c1cccs1)Nc1ccccc1[N+](=O)[O-]	0	7
COCCN(C(=O)CSc1nnc(-c2ccc(Cl)cc2)o1)c1c(N)n(CC(C)C)c(=O)[nH]c1=O	16	-3
COc1cc(C(=O)N/N=C/c2ccc(OC(=O)c3cccc(C)c3)c(OC)c2)ccc1O	3	-3
C=CCn1c(SCC(=O)NC(=O)NC)nnc1C1CCCCC1	-2	2
O=c1oc(-c2cccnc2)nc2ccccc12	15	-8
COc1ccc(C(=O)N2CCC(O)(c3ccc(Cl)cc3)CC2)cc1OC	6	-3
CCOC(=O)C1=CN(Cc2cccc(F)c2)S(=O)(=O)N(C)C1CCc1ccccc1 (stereo not given)	13	-2
CS(=O)(=O)Nc1cccc(NC(=O)c2ccc(-c3ccc(F)c(F)c3)c3ccoc23)c1	14	6
COc1cccc(/C=C2\SC(=S)N(CCCC(=O)NC3=NCCS3)C2=O)c1	2	6
COc1ccc(NS(=O)(=O)c2ccc(C(=O)N3CCN(Cc4ccccc4)CC3)cc2)cc1	-43	18
Cc1ccc(C(=O)N2CCCC(Nc3cccc(F)c3)C2)cc1N1CCNC1=O (stereo not given)	-14	1
O=C(CN(c1ccc(F)cc1)S(=O)(=O)c1ccccc1)Nc1ccccc1C(=O)O	20	-5
CC(=O)Nc1ccc(Nc2nc(-c3sc(NC(C)=O)nc3C)cs2)cc1	29	2
S=C1NCN(Cc2cccnc2)CN1Cc1ccccc1	-3	2
COc1ccc(NC(=O)CCCn2c(=O)oc3ccccc32)cc1Cl	8	0
O=C(/C(=C(\O)c1ccccc1)c1nc2ccccc2[nH]1)c1ccccc1	5	-9
CC(C)(C)[C@H]1COC(=O)[C@@H](NC(=O)OCC2c3ccccc3-c3ccccc32)C/C=C\C[C@@H](CC(=O)N[C@@H](CO)Cc2ccccc2)C(=O)N1	-16	10
Cc1cc(C)c(S(=O)(=O)c2ccccc2)c(OC(=O)c2c(F)cccc2F)n1	8	-5
Cc1nn(-c2ccccc2)nc1C(=O)Oc1cc(C(F)(F)F)nn1-c1ccccc1	-2	3
O=c1c2[nH]c3ccc(F)cc3c2nc2n1CCS2	-3	-5
CCN(CCCNC(=O)C1CCN(S(=O)(=O)c2cnc[nH]2)CC1)c1cccc(C)c1	19	-12
CC1CC(C)CN(CC(=O)Nc2cc(S(=O)(=O)N3CCOCC3)ccc2N2CCCC2)C1 (stereo not given)	5	-3
Cc1cc2cc(CN3C(=O)c4ccccc4C3=O)ccc2n1C	-6	10
CCCNC(=O)c1cc(C2CCCCN2C(=O)CCc2ccccc2)on1 (stereo not given)	-4	-1
O=C(CN1C(=O)c2cccc3cccc1c23)NCc1ccccn1	5	-5
COc1ccccc1-n1nnnc1SCC(=O)NCC1(N2CCOCC2)CCCCC1	17	-9
COc1cccc(C(O)c2nc(-c3cccc(C(C)C)c3)cs2)c1 (stereo not given)	-14	4
COc1ccc(NC(=O)C2C3C=CC4(CN(Cc5cccnc5)C(=O)C24)O3)c(OC)c1 (stereo not given)	-1	0
O=C(CN1C(=O)COc2ccc(S(=O)(=O)N3CCCC3)cc21)NCc1ccccn1	-7	2
O=C(Nc1cccc(S(=O)(=O)NC2=NCCC2)c1)C1CC(=O)N(c2ccc3c(c2)OCCO3)C1 (stereo not given)	9	-5
Fc1ccc(-n2nnnc2-c2ccccc2Cl)cc1	1	2
O=C(COC(=O)c1ccc(OC(F)F)cc1)NCCNC(=O)COC(=O)c1ccc(OC(F)F)cc1	3	-4
CCOC(=O)C1=C(C)N(C)C(=S)NC1c1ccc(Cl)cc1Cl (stereo not given)	1	3
O=C(NCCCN1CCN(c2ccccc2F)CC1)Nc1ccc(F)cc1	10	-5
Cc1ccc(NC(=O)Nc2cccnc2)cc1	1	0
COc1ccc(CC(=O)OCC(=O)NCc2ccco2)cc1OC	0	-1
CCc1ccccc1NC(=O)CN(C)C(=O)COC(=O)c1ccccc1Cl	14	0
OCC[C@@H]1C[C@H](O)[C@@H](O)[C@@]2(CCc3ccccc3O2)O1	0	-1
CCOC(=O)C1CCN(C(=O)c2cccc(S(=O)(=O)N(CC)c3ccccc3)c2)CC1	-14	0
CCOc1ccc(-n2c(SCC(=O)Nc3ccc4c(c3)OCO4)nc3c(c2=O)SCC3)cc1	1	9
CC(C)[C@H](NS(=O)(=O)c1ccccc1F)C(=O)NC1CCCCC1	8	-8
O=C(CN1C2CCC1CC(NC(=O)C1CC1)C2)NCc1ccccc1 (stereo not given)	10	16
O=C(O)C1CCC(Cn2c(SCc3cc(=O)n4cc(Br)ccc4n3)nc3ccsc3c2=O)CC1 (stereo not given)	-10	11
Cc1ccccc1NC(=O)CSc1nc2ccc(Nc3nc(N4CCOCC4)nc(N4CCOCC4)n3)cc2s1	63*	-7.2*
COc1cc(C2C(C(=O)Nc3ccccc3OC)=C(C)Nc3ncnn32)ccc1O (stereo not given)	0	-5
O=S(=O)(Cc1cc(Sc2ccc(Cl)cc2)nc(-c2ccccc2)n1)c1ccccc1	-4	-6
CCOC(=O)Cc1csc(NC(=O)Cc2ccc([N+](=O)[O-])cc2)n1	-8	-4
Cc1cc(C(=O)NCC(=O)OC(C)C(=O)N2CCOCC2)ccc1[N+](=O)[O-] (stereo not given)	0	-4

Going on with the list:
SMILES	H9c2 TAG inh	H9c2 TAG inh DAPI viability
C/C(=N\O)c1c(O)cc(-c2ccccc2)n(-c2ccccc2)c1=O	13	-7
O=C(C1=C[C@H](c2coc3ccccc3c2=O)C[C@H](OCCCCO)O1)N1CCN(Cc2ccccc2)CC1	9	-6
Cc1ccc(OCC(=O)NNC(=O)c2cc(S(=O)(=O)N(C)C)ccc2N2CCCC2)cc1	11	-1
Cc1cc(C)nc(-n2nc(C)c3c(=O)[nH]c(C(F)(F)F)nc32)n1	1	2
CCOC(=O)C(NC(=O)N1CCCCC1)(c1ccccc1)C(F)(F)F (stereo not given)	38	-2
COCc1cc(CNC(=O)C2CCC(=O)N(Cc3ccccc3OC)C2)[nH]n1 (stereo not given)	6	-8
CCn1c(CSc2nc3ccccc3n2C)nc2ccccc21	-2	4
CCN(CC(=O)NCc1ccc(F)cc1)CC(=O)Nc1ccc(Br)cc1F	15	-1
O=C(Nc1ccccc1)OCC1CCCO1 (stereo not given)	-6	3
O=C1C(Cl)=C(NCC2CCCO2)C(=O)N1c1cccc(Cl)c1Cl (stereo not given)	-12	9
Clc1ncnc2scc(C3COc4ccccc4O3)c12 (stereo not given)	0	5
O=C(NC1CC(=O)N(c2ccc(F)cc2)C1)N1CCN(C(=O)c2ccco2)CC1 (stereo not given)	6	-4
CCOC(=O)Cc1csc(SCC(=O)c2c(N)n(CC(C)C)c(=O)n(C)c2=O)n1	-50	-8
CC(=O)Nc1ccc(NC(=O)CSc2nnnn2C2CCCCC2)cc1	4	1
Cc1nnc(SCC(=O)Nc2nnc(-c3ccccc3)o2)s1	9	2

These rows are one share of the data; count on the stated rates, not on these rows.
